Bioassay records: PubChem, several laboratories
Mcl-1 Bim block – disrupts Bim peptide binding to human Mcl-1; 190,000 compounds, 0.1% hits; inhibition, % at 10 µM; Bead-based flow cytometry, Bim peptide-Mcl-1 binding; AID 1009;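 note: 0% = no compound tracer wells and 100% = peptide blocker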
Mcl1-Noxa inh – disrupts binding of human Mcl-1 to Noxa peptide. TR-FRET Mcl-1/Noxa peptide binding, 2 h. inhibition, % at 21.7 µM. 220,000 compounds, 1.5% hits. AID 1022;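 active = compounds that cut the protein-peptide binding signal by more than 50% relative to plate controls in a single-dose test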;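 note: His-tagged Mcl-1 with rhodamine Noxa BH3 peptide and terbium anti-His antibody; 0% = Mcl-1 plus Noxa peptide wells and 100% = peptide-only wells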
Bim-Bfl-1 – inhibitors of Bim-Bfl-1 interaction, human. Q16548. Bead-based flow cytometry, Bim-Bfl-1 binding inhibition. inhibition, % at 10 µM. 190,000 compounds, 0.12% hits. AID 1008;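 note: 0% = wells without compound plus tracer and 100% = blocker peptide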
Bim-Bcl-W – inhibitors of Bim-Bcl-W interaction, human. bead-based flow cytometry, Bim peptide-Bcl-W binding. AID 952. inhibition, % at 10 µM. 190,000 compounds, 0.02% hits. Q92843;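 note: 0% = bound tracer without compound and 100% = peptide blocker; higher means less fluorescent Bim peptide bound to Bcl-W beads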
Target sequence (Q92843 whole entry, looked up): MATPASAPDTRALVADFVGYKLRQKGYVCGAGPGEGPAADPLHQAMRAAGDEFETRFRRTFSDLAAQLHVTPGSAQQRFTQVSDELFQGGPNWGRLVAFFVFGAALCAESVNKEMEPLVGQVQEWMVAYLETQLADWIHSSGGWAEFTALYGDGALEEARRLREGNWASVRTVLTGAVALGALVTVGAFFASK
Bcl-2 Bim block – disrupts Bim peptide binding to human Bcl-2. P10415. Bead-based flow cytometry, Bim peptide-Bcl-2 binding. inhibition, % at 10 µM. 190,000 compounds, 0.06% hits. AID 950; in the data active = inhibition above about 40%; inconclusive = no clear call, values can overlap the other calls;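 note: 0% = no compound wells with probe peptide and 100% = reference peptide inhibitor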
Target sequence (P10415 whole entry, looked up): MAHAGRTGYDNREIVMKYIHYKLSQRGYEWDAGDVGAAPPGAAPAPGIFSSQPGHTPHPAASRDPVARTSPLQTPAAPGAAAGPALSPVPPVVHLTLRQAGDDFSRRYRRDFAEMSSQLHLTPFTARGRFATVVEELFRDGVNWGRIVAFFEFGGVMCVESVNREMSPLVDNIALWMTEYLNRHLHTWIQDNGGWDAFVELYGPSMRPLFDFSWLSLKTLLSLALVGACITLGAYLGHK
Bim-Bcl-B – inhibitors of Bim-Bcl-B interaction, human; Q9HD36; bead-based flow cytometry, Bim peptide-Bcl-B binding; inhibition, % at 10 µM; 190,000 compounds, 0.073% hits; AID 951;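 note: 0% = tracer peptide without compound and 100% = reference inhibitor peptide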
Mcl1 Bid PPI – Mcl-1/Bid interaction inhibition; 220,000 compounds, 0.97% hits; TR-FRET Mcl-1/Bid-Dy647 peptide binding, 1536-well; inhibition, % at 21.7 µM; AID 1021;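 active = compounds that cut the binding signal by more than half at the single screening dose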;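 note: His-tagged Mcl-1 with europium anti-His antibody binding Bid BH3 peptide; 0% = Mcl-1 plus peptide wells and 100% = peptide-only wells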
RGS4-Gao reg – human RGS4-Galphao interaction regulation; P09471; Multiplexed bead flow cytometry, RGS4-Galphao binding; actives lie on both sides; binding response (% of control), % at 10 µM; 220,000 compounds, 0.33% hits; in the data active = binding response below about 49% or above about 150%; inactive = in between;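 note: fluorescent Galphao activated with aluminum fluoride binding bead-coupled RGS4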
Target sequence (P09471 whole entry, looked up): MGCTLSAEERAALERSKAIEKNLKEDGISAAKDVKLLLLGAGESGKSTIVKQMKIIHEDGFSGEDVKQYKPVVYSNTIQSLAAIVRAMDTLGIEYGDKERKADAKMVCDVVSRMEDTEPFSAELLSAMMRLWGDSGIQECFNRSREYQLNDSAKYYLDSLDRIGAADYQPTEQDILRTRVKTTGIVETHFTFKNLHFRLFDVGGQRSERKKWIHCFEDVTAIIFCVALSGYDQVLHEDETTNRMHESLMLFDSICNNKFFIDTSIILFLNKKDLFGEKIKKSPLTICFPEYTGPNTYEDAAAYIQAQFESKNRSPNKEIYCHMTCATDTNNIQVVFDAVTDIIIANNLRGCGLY
RGS7-Gao reg – modulates binding of RGS7 to human Galphao; binding response (% of control), % at 10 µM; Multiplexed bead flow cytometry; actives lie on both sides; 220,000 compounds, 0.35% hits; P09471; AID 1439; in the data active = binding response below about 49% or above about 150%; inconclusive = no clear call, values can overlap the other calls; inactive = in between;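 note: fluorescent Galphao held in activated GDP-AlF4 state binding bead-coupled RGS7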
Bim-Bcl-XL – disrupts Bim peptide binding to human Bcl-XL. Q07817. bead flow cytometry, fluorescence. inhibition, % at 10 µM. 190,000 compounds, 0.04% hits. AID 1007
Target sequence (Q07817 whole entry, looked up): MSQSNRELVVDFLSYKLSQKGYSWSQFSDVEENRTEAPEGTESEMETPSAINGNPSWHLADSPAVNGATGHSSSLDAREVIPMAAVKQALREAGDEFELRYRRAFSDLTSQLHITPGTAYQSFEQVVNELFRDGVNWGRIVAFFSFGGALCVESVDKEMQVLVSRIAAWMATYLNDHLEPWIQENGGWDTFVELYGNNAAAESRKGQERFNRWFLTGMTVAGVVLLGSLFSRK
RGS8-Gao reg – modulates binding of RGS8 to human Galphao; AID 1423; response (percent of control binding), % at 10 µM; multiplexed bead flow cytometry; actives lie on both sides; 220,000 compounds, 0.34% hits; P09471; in the data active = response below about 60% or above about 140%; inactive = in between;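 note: Galphao activated as the GDP aluminium fluoride complex binding bead-coupled RGS8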
An asterisk follows results filed as active; & = joins results of further samples. Cut-off read from the data, not from the text of the source, unless noted: active = inhibition above about 40%. This is a random part of the collection; overall some 2.7% were active at least once.

`Cc1ccccc1S(=O)(=O)NC1OC(=O)C(Cl)=C1Cl` (configuration not stated) gave Mcl-1 Bim block -1, Mcl1-Noxa inh -1, Bim-Bfl-1 -9, Bim-Bcl-W 1, Bcl-2 Bim block -4, Bim-Bcl-B -6, Mcl1 Bid PPI -20, RGS4-Gao reg 104, RGS7-Gao reg 97, Bim-Bcl-XL 1 and RGS8-Gao reg 101.
For CCn1cc(C(=O)O)c(=O)c2cc(F)c(N3CCN(C(=S)NC(=O)c4cccc(F)c4)CC3)cc21 the results were Mcl1-Noxa inh -129, Mcl1 Bid PPI -72, RGS4-Gao reg 98, RGS7-Gao reg inconclusive and RGS8-Gao reg 97.
COc1ccc(S(=O)(=O)N2CCN(C(=O)c3cccs3)CC2)cc1OC was read as Mcl-1 Bim block -1, Mcl1-Noxa inh 23, Bim-Bfl-1 0, Bim-Bcl-W -1, Bcl-2 Bim block -3, Bim-Bcl-B -6, Mcl1 Bid PPI 5, RGS4-Gao reg 89, RGS7-Gao reg 90, Bim-Bcl-XL -2 and RGS8-Gao reg 73.
For CSc1ccccc1C(=O)Nc1cccc(C)c1 the results were Mcl-1 Bim block -7, Mcl1-Noxa inh 9, Bim-Bfl-1 -17, Bim-Bcl-W -1, Bcl-2 Bim block -12, Bim-Bcl-B -10, Mcl1 Bid PPI -31, RGS4-Gao reg 99, RGS7-Gao reg 100, Bim-Bcl-XL -12 and RGS8-Gao reg 100.
Screening CC(C)CC(=O)NC(=S)Nc1ccc(N2CCN(C(=O)c3cccs3)CC2)cc1 returned Mcl1-Noxa inh 5, Mcl1 Bid PPI -43, RGS4-Gao reg 104, RGS7-Gao reg inconclusive and RGS8-Gao reg 101.
For COc1ccc(CNc2oc(-c3ccccc3)nc2C#N)cc1 the results were Mcl-1 Bim block 0, Mcl1-Noxa inh 1, Bim-Bfl-1 -6, Bim-Bcl-W 0, Bcl-2 Bim block -7, Bim-Bcl-B -2, Mcl1 Bid PPI -18, RGS4-Gao reg 97, RGS7-Gao reg 97, Bim-Bcl-XL -5 and RGS8-Gao reg 100.
Screening COc1cccc(CN2C(=O)N(C(C)C)C(N(O)C(=O)NC(C)C)C2(C)C)c1OC (configuration not stated) returned Mcl-1 Bim block -1, Mcl1-Noxa inh 7, Bim-Bfl-1 0, Bim-Bcl-W -4, Bcl-2 Bim block -3, Bim-Bcl-B -5, Mcl1 Bid PPI 3, RGS4-Gao reg 95, RGS7-Gao reg 92, Bim-Bcl-XL -5 and RGS8-Gao reg 96.
CCc1ccccc1S(=O)(=O)Cc1ccc(C(=O)NCc2cccs2)o1 was read as Mcl-1 Bim block -2, Mcl1-Noxa inh 17, Bim-Bfl-1 -12, Bim-Bcl-W -3, Bcl-2 Bim block -2, Bim-Bcl-B -5, Mcl1 Bid PPI -8, RGS4-Gao reg 104, RGS7-Gao reg 106, Bim-Bcl-XL -6 and RGS8-Gao reg 104.
Screening COc1ccc(S(=O)(=O)N2CCC(C(=O)Nc3cccc(Cl)c3)CC2)cc1OC returned Mcl-1 Bim block 0, Mcl1-Noxa inh -4, Bim-Bfl-1 -8, Bim-Bcl-W 4, Bcl-2 Bim block 2, Bim-Bcl-B 2, Mcl1 Bid PPI -5, RGS4-Gao reg 91, RGS7-Gao reg 100, Bim-Bcl-XL -6 and RGS8-Gao reg 90.
For O=C1c2ccccc2-c2nnc(-c3ccc(F)cc3)cc21 the results were Mcl-1 Bim block -2, Mcl1-Noxa inh 31, Bim-Bfl-1 -2, Bim-Bcl-W -1, Bcl-2 Bim block 1, Bim-Bcl-B -4, Mcl1 Bid PPI 6, RGS4-Gao reg 100, RGS7-Gao reg 95, Bim-Bcl-XL -3 and RGS8-Gao reg 98.
`CC(C)(C)C1CCC(=NNc2nc3ccccc3[nH]2)CC1` (configuration not stated) gave Mcl-1 Bim block 0, Mcl1-Noxa inh -45, Bim-Bfl-1 -2, Bim-Bcl-W 0, Bcl-2 Bim block 0, Bim-Bcl-B -3, Mcl1 Bid PPI -34, RGS4-Gao reg 100, RGS7-Gao reg inconclusive, Bim-Bcl-XL -2 and RGS8-Gao reg 99.
Screening COc1ccc2oc(C(=O)NC(C)(C)C)c(C)c2c1 returned Mcl-1 Bim block 0, Mcl1-Noxa inh -2, Bim-Bfl-1 -5, Bim-Bcl-W 0, Bcl-2 Bim block 0, Bim-Bcl-B -3, Mcl1 Bid PPI -4, RGS4-Gao reg 98, RGS7-Gao reg inconclusive, Bim-Bcl-XL -6 and RGS8-Gao reg 98.
Cc1cc(C)c(C(=O)COC(=O)CCNS(=O)(=O)c2c(Cl)cccc2Cl)cc1C was read as Mcl-1 Bim block -2, Mcl1-Noxa inh 14, Bim-Bfl-1 -2, Bim-Bcl-W 0, Bcl-2 Bim block -5, Bim-Bcl-B -2, Mcl1 Bid PPI 1, RGS4-Gao reg 108, RGS7-Gao reg 104, Bim-Bcl-XL -4 and RGS8-Gao reg 117.
For Cc1nc(=O)c(-c2ccccc2)c(C)n1-c1ccc(O)cc1 the results were Mcl-1 Bim block -1, Mcl1-Noxa inh 8, Bim-Bfl-1 -10, Bim-Bcl-W 0, Bcl-2 Bim block -8, Bim-Bcl-B -5, Mcl1 Bid PPI -12, RGS4-Gao reg 101, RGS7-Gao reg 103, Bim-Bcl-XL -3 and RGS8-Gao reg 99.
`COc1ccc(-c2c(C)n([O-])c3c([n+]2=O)CCC3)cc1OC` gave Mcl-1 Bim block 26, Mcl1-Noxa inh -2, Bim-Bfl-1 -14, Bim-Bcl-W -4, Bcl-2 Bim block -7, Bim-Bcl-B -4, Mcl1 Bid PPI 3, RGS4-Gao reg 100, RGS7-Gao reg 104, Bim-Bcl-XL -13 and RGS8-Gao reg 101.
Screening COc1ccc(C(=O)NNC(=O)c2snnc2C)cc1 returned Mcl1-Noxa inh 0, Mcl1 Bid PPI -9, RGS4-Gao reg 105, RGS7-Gao reg inconclusive and RGS8-Gao reg 103.
Screening Cc1ccccc1OCC(O)Cn1c(=N)n(CCN2CCOCC2)c2ccccc21 (configuration not stated) returned Mcl-1 Bim block -1&0, Mcl1-Noxa inh 12&4, Bim-Bfl-1 -11&-7, Bim-Bcl-W 0&-1, Bcl-2 Bim block -5&-5, Bim-Bcl-B -4&-5, Mcl1 Bid PPI -17&-33, RGS4-Gao reg 104&98, RGS7-Gao reg 106&101, Bim-Bcl-XL -5&-1 and RGS8-Gao reg 102&100.
Screening O=C(NCc1ccc(-c2nc3ccccc3s2)cc1)c1ccco1 returned Mcl-1 Bim block -1, Mcl1-Noxa inh 9, Bim-Bfl-1 0, Bim-Bcl-W 0, Bcl-2 Bim block 0, Bim-Bcl-B -3, Mcl1 Bid PPI -13, RGS4-Gao reg 99, RGS7-Gao reg 98, Bim-Bcl-XL -2 and RGS8-Gao reg 97.
Screening Cc1ccccc1OCC(=O)N(Cc1ccc(N(C)C)cc1)C1CCS(=O)(=O)C1 (configuration not stated) returned Mcl-1 Bim block -4, Mcl1-Noxa inh 10, Bim-Bfl-1 -17, Bim-Bcl-W -4, Bcl-2 Bim block -8, Bim-Bcl-B -8, Mcl1 Bid PPI 1, RGS4-Gao reg 91, RGS7-Gao reg 93, Bim-Bcl-XL -8 and RGS8-Gao reg 90.
For COc1ccc(C(=O)N/C(=C/c2cccs2)C(=O)NC(C)(C)C)cc1OC the results were Mcl-1 Bim block 0, Mcl1-Noxa inh 5, Bim-Bfl-1 -1, Bim-Bcl-W 1, Bcl-2 Bim block 1, Bim-Bcl-B -4, Mcl1 Bid PPI -3, RGS4-Gao reg 101, RGS7-Gao reg 104, Bim-Bcl-XL 0 and RGS8-Gao reg 100.
Screening COCCCn1c(=N)c(C(=O)NC2CCCCC2)cc2c(=O)n3ccccc3nc21 returned Mcl-1 Bim block 2, Mcl1-Noxa inh -21, Bim-Bfl-1 1, Bim-Bcl-W 0, Bcl-2 Bim block 5, Bim-Bcl-B -2, Mcl1 Bid PPI -12, RGS4-Gao reg 90, RGS7-Gao reg 94, Bim-Bcl-XL -5 and RGS8-Gao reg 98.
Screening c1coc(CN(Cc2ccco2)c2ncnc3c2oc2ccccc23)c1 returned Mcl-1 Bim block 1, Mcl1-Noxa inh 39, Bim-Bfl-1 8, Bim-Bcl-W 1, Bcl-2 Bim block 1, Bim-Bcl-B 4, Mcl1 Bid PPI 18, RGS4-Gao reg 101, RGS7-Gao reg 105, Bim-Bcl-XL 0 and RGS8-Gao reg 104.
Screening O=C(CSc1ccc2nnc(-c3ccccn3)n2n1)N1CCOCC1 returned Mcl-1 Bim block -2, Mcl1-Noxa inh 27, Bim-Bfl-1 -7, Bim-Bcl-W -3, Bcl-2 Bim block -4, Bim-Bcl-B -4, Mcl1 Bid PPI -8, RGS4-Gao reg 96, RGS7-Gao reg 95, Bim-Bcl-XL -3 and RGS8-Gao reg 87.
Cc1ccc(NC(=O)c2ccc(NCCN)c([N+](=O)[O-])c2)cc1Cl was read as Mcl-1 Bim block 0, Mcl1-Noxa inh 15, Bim-Bfl-1 0, Bim-Bcl-W -1, Bcl-2 Bim block 0, Bim-Bcl-B -2, Mcl1 Bid PPI -22, RGS4-Gao reg 102, RGS7-Gao reg 101, Bim-Bcl-XL 0 and RGS8-Gao reg 105.
CC(C)/C(=N\NC(=O)Nc1ccccc1)c1ccccc1 was read as Mcl-1 Bim block -1, Mcl1-Noxa inh -1, Bim-Bfl-1 -3, Bim-Bcl-W 1, Bcl-2 Bim block -4, Bim-Bcl-B 0, Mcl1 Bid PPI -14, RGS4-Gao reg 105, RGS7-Gao reg 102, Bim-Bcl-XL -2 and RGS8-Gao reg 103.
Screening CCOc1ccc(C(=O)Nc2cccc(C(=O)O)c2C)cc1Cl returned Mcl-1 Bim block -2, Mcl1-Noxa inh 11, Bim-Bfl-1 -3, Bim-Bcl-W 0, Bcl-2 Bim block -4, Bim-Bcl-B -1, Mcl1 Bid PPI -12, RGS4-Gao reg 100, RGS7-Gao reg 99, Bim-Bcl-XL 0 and RGS8-Gao reg 105.

Ordered by molecular weight (low to high): some entries from above
Screening COc1ccc2oc(C(=O)NC(C)(C)C)c(C)c2c1 returned Mcl-1 Bim block 0, Mcl1-Noxa inh -2, Bim-Bfl-1 -5, Bim-Bcl-W 0, Bcl-2 Bim block 0, Bim-Bcl-B -3, Mcl1 Bid PPI -4, RGS4-Gao reg 98, RGS7-Gao reg inconclusive, Bim-Bcl-XL -6 and RGS8-Gao reg 98.
`COc1ccc(-c2c(C)n([O-])c3c([n+]2=O)CCC3)cc1OC` gave Mcl-1 Bim block 26, Mcl1-Noxa inh -2, Bim-Bfl-1 -14, Bim-Bcl-W -4, Bcl-2 Bim block -7, Bim-Bcl-B -4, Mcl1 Bid PPI 3, RGS4-Gao reg 100, RGS7-Gao reg 104, Bim-Bcl-XL -13 and RGS8-Gao reg 101.
Screening O=C(CSc1ccc2nnc(-c3ccccn3)n2n1)N1CCOCC1 returned Mcl-1 Bim block -2, Mcl1-Noxa inh 27, Bim-Bfl-1 -7, Bim-Bcl-W -3, Bcl-2 Bim block -4, Bim-Bcl-B -4, Mcl1 Bid PPI -8, RGS4-Gao reg 96, RGS7-Gao reg 95, Bim-Bcl-XL -3 and RGS8-Gao reg 87.
